14-3-3 PPI: 14-3-3 gamma protein interaction modulation | P61981 | FP, 14-3-3gamma / TMR-pS259-Raf peptide binding | inhibition, % at 40 µM | actives 0.19% (n = 160,000); in the data active means inhibition above about 30%;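 further: 0% = protein plus tracer without compound and 100% = blank with tracer alone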
Target sequence (P61981 whole entry, looked up): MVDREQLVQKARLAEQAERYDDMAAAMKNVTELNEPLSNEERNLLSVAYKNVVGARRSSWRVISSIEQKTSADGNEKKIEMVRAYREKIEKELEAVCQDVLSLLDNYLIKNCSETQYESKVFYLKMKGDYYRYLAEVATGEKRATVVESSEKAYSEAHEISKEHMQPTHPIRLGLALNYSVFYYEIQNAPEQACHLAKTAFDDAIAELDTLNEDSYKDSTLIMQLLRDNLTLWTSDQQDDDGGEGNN
* = called active by the depositor; & = joins results of further samples. These rows are one share of the data; count on the stated rates, not on these rows.

canonical_smiles	14-3-3 PPI
Cc1cccc(NC(=O)CCn2nc(C)cc2C)c1	2.6
O=C(COc1ccc(Cl)cc1)OCC(=O)N1CCCCCC1	1.5
COc1c(O)ccc(C2Oc3ccccc3C3CC(c4cccs4)=NN32)c1[N+](=O)[O-] (configuration not stated)	-46.1
Cn1c(=O)c2c(SCC(=O)N3CCOCC3)nc(-c3cccs3)nc2n(C)c1=O	-4.4
CCSc1nc2sc3c(c2c(=O)[nH]1)CCc1ccccc1-3	-29.9
COC(=O)c1sc(NC(=O)C(F)(F)F)c(C(=O)OC)c1C	-8.3
Cc1ccccc1-c1nnc(SCC(=O)N2CCOCC2)o1	-3.7
S=c1[nH]ncn1/N=C/c1ccccc1	-2.3
CC1=CC(C)(C)Nc2ccc(OC(=O)c3ccco3)cc21	1.4
CC(C(=O)O)N1C(=O)C2C3c4ccccc4C(c4ccccc43)C2C1=O (configuration not stated)	3.3
Cc1ccc(CCSCC(=O)O)cn1	-2.1
CCCN1CCC(N2CCN(c3cccc(C(F)(F)F)c3)CC2)CC1	1.9
CC(NC(=O)c1ccccc1NS(C)(=O)=O)c1ccccc1 (configuration not stated)	-0.9
CCOC(=O)C(C(=O)c1ccccc1)C1CC(C)NC(=S)N1 (configuration not stated)	-1.9
CC1=C(C(=O)OC(C)C)C(c2ccc(C)o2)C(C(=O)OC(C)C)=C(C)N1	0.7
CC(C)CCN1C(=O)CCC1(C)C(=O)NC1CCCCCC1 (configuration not stated)	-11.4
Cc1ccc(CNC(=O)c2c(-c3ccccc3)noc2C)cc1	-11.4
CS(=O)(=O)CCC(C(=O)O)N1C(=O)c2cccc([N+](=O)[O-])c2C1=O (configuration not stated)	3.6
COc1ccc(S(=O)(=O)N(Cc2cccs2)C2CCCC2)cc1	-6.2
CCOC(=O)C1CCN(C(=O)c2cccc(C(=O)N3CCC(C(=O)OCC)CC3)c2)CC1	-0.1
O=C(NCc1ccc(F)cc1)c1ccc2c(c1)N(Cc1cccc(Cl)c1)C(=O)CS2	2.6
Cn1cc(Br)cc(Br)c1=O	4.3
CCn1c(C=Cc2ccc(Cl)cc2)nc2ccccc2c1=O	-5.0
CCCCOc1ccc(C(=O)Nc2c3c(nn2-c2cccc(Cl)c2)CS(=O)C3)cc1 (configuration not stated)	-8.6
Cc1cc(C(=O)NCc2ccc(S(N)(=O)=O)cc2)c(C)o1	1.8
COc1ccc(-c2cc(C(=O)Nc3sc(C)c(C)c3C#N)c3ccccc3n2)cc1OC	-33.6
COc1ccc(NC(=O)c2cc3cc(OC)ccc3oc2=Nc2ccc(C(=O)O)cc2)c(OC)c1	-59.4
O=C(Oc1ccccc1)c1ccccc1F	4.3
CCCc1cc(=O)oc2cc(C)cc(OCC(=O)C(C)(C)C)c12	-1.0
O=C(NCc1ccco1)c1cccc2ccccc12	1.0
COc1ccc(CSc2ccc(C(=O)Nc3ccc(C)cc3C)cc2[N+](=O)[O-])cc1	-3.5
COc1ccccc1N1CCN(CCCCN2C(=O)c3ccccc3C2=O)CC1	-0.3
O=C(c1cccnc1)N1N=C2CCCCC2C1(O)C(F)(F)F (configuration not stated)	-5.3
CCCCC(=O)Nc1sc2c(c1C(N)=O)CCC2	-5.6
CCOc1ccc(C(=O)Nc2ccc3nc(N(CC)CC)cc(C)c3c2)cc1	-2.6
CCCCCCc1ccc(C(=O)Nc2cc3cc(Cl)ccc3oc2=O)cc1	-0.1
Cc1cccn2cc(-c3cccc(NC(=O)c4cccs4)c3)nc12	-11.7
N#Cc1c(NC(=O)c2cc(-n3cnnc3)ccc2Cl)sc2c1CCCC2	-7.2
Cn1c(SCc2ccc(Br)cc2)nnc1-c1cccs1	-11.6
CCOC(=O)CNC(=O)c1sc2ncnc(N(CC)CC)c2c1C	-17.6
CC(=O)Nc1sc2c(c1C(=O)Nc1ccc(C)cc1)CCCC2	-4.9
CCOC(=O)C1=C(C)N(C)C(SC)=NC1c1ccco1 (configuration not stated)	-21.6
Cc1ccc(S(=O)(=O)Nc2cc(C)c(O)c(Cl)c2C(C)C)cc1	-7.3
COCCNC(=O)c1ccc2c(c1)nc(C)n2-c1ccc(OCc2ccccc2)cc1	-89.7
Cc1ccc(NC2OC(CO)C(O)C(O)C2O)cc1Br (configuration not stated)	-8.4
C=CCSc1nc2sc3c(c2c(=O)n1CCCC)CCCC3	0.5
CC(=O)N1CCN(S(=O)(=O)c2cccc(C(=O)Nc3ccc4c(c3)CCC4)c2)CC1	-1.0
Cc1cc(N2C(=O)C3C4C=CC(C4)C3C2=O)ccc1N1C(=O)c2ccc(Cl)cc2C1=O (configuration not stated)	0.3
COc1ccc(C(=O)Nn2cc3c(c2-c2ccccc2)c(=O)n(C)c(=O)n3C)cc1	-5.3
Cc1cc(NC(=O)c2ccc([N+](=O)[O-])cc2Cl)no1	2.8
CCOC(=O)CSc1cc([N+](=O)[O-])cc2sc(C(=O)OC)c(N)c12	-59.5
CC(NC(=O)CN1CCN(Cc2ccc(Cl)cc2)C1=O)c1ccc2c(c1)OCCO2 (configuration not stated)	1.1
COc1ccc(Cl)cc1C(=O)Nc1nnc(SCC(=O)Nc2ccc(Br)cc2)s1	7.2
Cc1c(C(=O)N2CCN(Cc3ccccc3)CC2)sc2ncnc(N3CCOCC3)c12	-0.4
Cc1ccccc1-n1c(CNc2ccc(Cl)cc2)nnc1SCC(=O)Nc1ccc(Br)cc1	3.1
O=C(CN1CCOc2ccccc21)NCc1cccs1	3.0
Cc1ccc(C2OC3(C(=O)c4ccccc4C3=O)C3C(=O)N(c4ccc(C(C)C)cc4)C(=O)C23)cc1 (configuration not stated)	-14.0
O=C(CCn1c(=O)oc2ccccc21)NCc1ccc2c(c1)OCO2	4.1
COc1cc(C(=O)Nc2nnc(C(C)C)s2)cc(OC)c1OC	-3.3
COc1cc(C(=O)Nc2ncc(Cc3cccc(Cl)c3)s2)cc(OC)c1OC	-8.4

The listing continues.
canonical_smiles	14-3-3 PPI
COc1ccccc1N1CCN(CC(=O)Nc2cc(F)ccc2C)CC1	-2.5
Cc1ccccc1Nc1c(-c2ccc(Br)o2)nc2ccc(Cl)cn12	-5.1
CC1=C(C(=O)Nc2ccc(Cl)cc2)C(c2cccs2)NC(=O)N1 (configuration not stated)	7.4
O=C(Nc1nc2ccccc2s1)c1ccc([N+](=O)[O-])cc1	2.3
COC(=O)c1ccc2c(=O)n(CCC3=CCCCC3)c(SCc3cccc([N+](=O)[O-])c3)nc2c1	-2.8
Cc1ccc(CNC(=O)c2cc(=O)[nH]c3ccc(Br)cc23)cc1	-0.3
COc1ccc(CC2C(=O)OC(C)(C)OC2=O)cc1	-2.1
Cc1c(C#N)c2ncnc(N)c2n1-c1ccccc1	3.5
O=C(/C=N/O)Nc1cccnc1	-0.6
Cc1cc(N2CCC(C)CC2)nc2ccc(N)cc12	-13.2
CN(C)c1ccc(N/C=C/C(=O)c2ccc(F)cc2)cc1	0.5
CCc1ccc(NS(=O)(=O)c2cccc3nonc23)cc1	-74.0
CC(=O)Nc1nc(-c2cc3cc(Cl)ccc3oc2=O)cs1	-34.6
CC(=O)N1CCc2cc(S(=O)(=O)NC(CC(C)C)C(=O)Nc3cc(Cl)ccc3C)ccc21 (configuration not stated)	-15.1
O=C(O)CCn1c(SCC(=O)Nc2nccs2)nc2ccsc2c1=O	-6.2
COc1ccccc1C(=O)NCCc1nc2ccccc2n1C	0.1
Cc1cc(C)cc(N(C(=O)Cn2nnc3ccccc32)C(C(=O)NCc2ccco2)c2ccncc2)c1 (configuration not stated)	-9.1
CCCSc1nc2c(c(=O)[nH]c(=O)n2C)n1CCOCC	-0.6
COC(=O)c1cc(=O)n2c(n1)sc1cc(C)c(C)cc12	-11.7
CS(=O)(=O)Nc1cccc(C2=NN(S(C)(=O)=O)C(c3ccco3)C2)c1 (configuration not stated)	-230.2
CCOc1ccc(N2C(=O)CC(N3CCSCC3)C2=O)cc1 (configuration not stated)	-9.7
COC(=O)C1=CN(CC2CCCO2)C=C(C(=O)OC)C1c1cccc(Br)c1 (configuration not stated)	-1.6
CCOC(=O)c1cnc2cc(-c3ccc(C)cc3)nn2c1-c1ccccc1	1.3
CC1=C(C(=O)OC2CCCCCC2)C(c2ccc(C)o2)C2=C(CC(C)(C)CC2=O)N1 (configuration not stated)	-6.7
Cc1ccc(S(=O)(=O)c2nc(-c3ccco3)oc2SCC(=O)NCC2CCCO2)cc1 (configuration not stated)	-21.8&-17.1
CCOC(=O)c1c(NC(=O)CCCn2nc([N+](=O)[O-])cc2C)sc(C)c1C	-12.3
CCc1cccc(NC(=O)C2(S(=O)(=O)c3ccc(Cl)cc3)CC2)c1	0.0
CCc1cc2c(-c3ccccc3)cc(=O)oc2c(CN2CCOCC2)c1O	-7.8
C=CCNc1ncnc2c1c(-c1ccccc1)cn2-c1ccc(Br)cc1	-12.1
CCOc1ccc(N2C(=O)CC(N3CCOCC3)C2=O)cc1 (configuration not stated)	-12.4&-9.7
CCOc1ccc(NC(=O)CCN2CCN(C)CC2)cc1	-4.7
Cc1ccc(C(c2ccc(Br)cc2)c2ccc(C)s2)s1	-1.0
COCCOC(=O)C1=C(C)NC2=C(C(=O)CCC2)C1c1cccc2ccccc12 (configuration not stated)	0.9
COc1cc2[nH]c(=O)c(C(=O)NCCCN3CCCCC3)c(O)c2cc1OC	-3.1
CCCNC(=O)C(Cc1ccccc1)NS(=O)(=O)c1ccc2c(c1)CCC(=O)N2 (configuration not stated)	0.5
COc1cccc(Oc2nc3c(c(=O)n(C)c(=O)n3C)n2Cc2ccc(Br)cc2)c1	-0.1

Seven successive records from above, quoted:
canonical_smiles	14-3-3 PPI
CCOc1ccc(N2C(=O)CC(N3CCOCC3)C2=O)cc1 (configuration not stated)	-12.4&-9.7
CCOc1ccc(NC(=O)CCN2CCN(C)CC2)cc1	-4.7
Cc1ccc(C(c2ccc(Br)cc2)c2ccc(C)s2)s1	-1.0
COCCOC(=O)C1=C(C)NC2=C(C(=O)CCC2)C1c1cccc2ccccc12 (configuration not stated)	0.9
COc1cc2[nH]c(=O)c(C(=O)NCCCN3CCCCC3)c(O)c2cc1OC	-3.1
CCCNC(=O)C(Cc1ccccc1)NS(=O)(=O)c1ccc2c(c1)CCC(=O)N2 (configuration not stated)	0.5
COc1cccc(Oc2nc3c(c(=O)n(C)c(=O)n3C)n2Cc2ccc(Br)cc2)c1	-0.1

(continued)
canonical_smiles	14-3-3 PPI
Cc1ccc(S(=O)(=O)N2CCCC(C(=O)NCCCN3CCCCC3)C2)cc1 (configuration not stated)	-6.1
CCCCCC(=O)Nc1ncc2c(n1)CC(c1cccs1)CC2=O (configuration not stated)	-5.7
CNC(=O)C1CC(=O)N(c2ccc(F)cc2)C1 (configuration not stated)	-2.3
Cc1nc2nc[nH]c2cc1Br	-14.0&2.5
O=C(O)CC1C(=O)NCCN1CCCc1ccccc1 (configuration not stated)	2.1
COc1ccccc1-n1c(SCC(=O)NC(C)(C)C)nnc1-c1ccco1	1.7
CCOC(=O)c1c(NC(=O)COc2ccccc2C)sc2c1CCC(CC)C2 (configuration not stated)	-1.1
COc1cc2c(cc1NC(=O)C(C)Oc1ccccc1)oc1ccccc12 (configuration not stated)	-3.3
Cc1ccc(C(=O)C(C)OC(=O)c2cccc(N3C(=O)c4ccccc4C3=O)c2)cc1 (configuration not stated)	1.7
Cc1ccc2cc(C(c3nnnn3C3CCCC3)N3CCN(c4ccc(F)cc4)CC3)c(=O)[nH]c2c1 (configuration not stated)	-6.7
COc1ccc(S(=O)(=O)Nc2ncc(S(=O)(=O)c3ccc([N+](=O)[O-])cc3)s2)cc1	-1.9
CN(C)CCNC(=O)c1cccn2c(=O)c3cc4ccccc4cc3nc12	-9.6

Overlap with the part before: 4 compounds, then new ones.
canonical_smiles	14-3-3 PPI
Cc1ccc(C(=O)C(C)OC(=O)c2cccc(N3C(=O)c4ccccc4C3=O)c2)cc1 (configuration not stated)	1.7
Cc1ccc2cc(C(c3nnnn3C3CCCC3)N3CCN(c4ccc(F)cc4)CC3)c(=O)[nH]c2c1 (configuration not stated)	-6.7
COc1ccc(S(=O)(=O)Nc2ncc(S(=O)(=O)c3ccc([N+](=O)[O-])cc3)s2)cc1	-1.9
CN(C)CCNC(=O)c1cccn2c(=O)c3cc4ccccc4cc3nc12	-9.6
C#CCN1C(=O)C(O)(CC(=O)c2ccc3c4c(cccc24)CC3)c2ccccc21 (configuration not stated)	-9.1
CCOC(=O)c1c(NC(=O)c2ccccc2F)sc(C(=O)Nc2ccccc2F)c1C	-2.2
C=CCn1c(SCC(=O)c2c[nH]c3ccccc23)nnc1-c1[nH]c2ccc(OC)cc2c1CC	-8.1
COCCn1cc(C(=O)NCCC2=CCCCC2)c2c3ccccc3n(C)c2c1=O	-0.9
CCN(C(=O)COC(=O)c1c(-c2ccccc2)noc1C)C1CCS(=O)(=O)C1 (configuration not stated)	-1.2
COc1ccc2cc(C(c3nnnn3Cc3ccccc3)N3CCCCCC3)c(=O)[nH]c2c1 (configuration not stated)	-4.5
COCCCN1C(=S)NC2c3cc([N+](=O)[O-])ccc3OC1(C)C2C (configuration not stated)	3.1
Cc1ccn2cc(-c3nonc3C)cc2c1	-10.8
Oc1ccc2[nH]cnc2c1CN1CCCCC1	3.2
Cc1cc(NS(=O)(=O)c2ccc(NC(=O)c3cnc4scc(C)n4c3=O)cc2)nc(C)n1	4.1
CCOC(=O)C1=C(C)NC2=C(C(=O)CC(c3ccccc3)C2)C1c1ccccc1Cl (configuration not stated)	14.8
CCc1nc(NCCCO)c(C#N)c2c1CCCC2	2.7
CSc1nc2ccc(NC(=O)c3ccc(S(=O)(=O)N4CCc5ccccc54)cc3)cc2s1	-50.9
CCC(C)OC(=O)C1=C(C)NC2=C(C(=O)C(C(=O)OC)C(C)C2)C1c1ccc(C(F)(F)F)cc1 (configuration not stated)	-9.2
Cc1cc(C)cc(Oc2coc3cc(OC(=O)C(C)C)ccc3c2=O)c1	-17.0
CN(C)C(=O)c1c(NC(=O)c2ccco2)sc2c1CCCCC2	-7.2

Assay outcomes from PubChem BioAssay.
